# Bioassay records deposited in PubChem BioAssay by National Center for Advancing Translational Sciences (NCATS).
# Menin MLL FP TR: displaces Texas Red mutant MLL peptide from human menin. actives 0.23% (n = 270,000). O00255. AID 1768. Menin + Texas Red MLL mutant peptide, fluorescence polarization. Potency, µM (doses to about 61.6 µM), for inactives: top-dose FP activity change, negative = inhibition, most hits filed as inhibitors; active means well fitted inhibition curve with a large enough effect in the polarisation, with a control signal flat, not every such curve was filed as active; inconclusive means small, poorly fitted or top-dose-only effect, or effect the other way, or a change in a side signal; inactive means no such curve, though single readings can be large or run the other way; the % refers to the polarisation; further: potency means the concentration at half of the fitted maximal effect; % of control where 0% means no effect; many of its hits are not listed in these tables
# a7 integrin act: activators of alpha7 integrin expression for muscular dystrophy. alpha7betagal myoblasts, beta-gal FDG fluorescence, 48 h. Potency, µM (doses to about 38.3 µM), for the others: at the top dose activation, most hits filed as activators. actives 0.064% (n = 350,000). AID 624291;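 further: potency means the concentration at half of the fitted maximal effect; 100% = response of the positive control SU9516; nearly all actives have a fitted effect of over 60% in size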
#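 Alpha7betagal+/- myoblasts (passage 13) were plated 16-24 hr, then exposed to compounds (1:260 dilution of DMSO stock) for 48 hours at 37C. After MPER lysis, β-galactosidase reporter activity was read as FDG fluorescence (ex 480/em 540) after 30 minutes.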
# TSG101-PTAP inh: blocks PTAP/TSG101 interaction to inhibit HIV-1 budding; Q99816; Fluorescence polarization, FITC-PTAP peptide / Tsg101 binding; Potency, µM (series often up to 115 µM), without a hit: top-dose activity change, negative = inhibition, hits mostly inhibitors; 340,000 tested, under 10 active; active means well fitted inhibition curve with a large enough effect in the main read-out, with a control signal flat, not every such curve was filed as active; inconclusive means small, poorly fitted or top-dose-only effect, or effect the other way, or a change in a side signal; inactive means no such curve, though single readings can be large or run the other way; further: potency means the concentration at half of the fitted maximal effect; % of control where 0% means no effect
#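 Compounds were pin-transferred onto Tsg101 binding domain (10 uM final) in HEPES pH 7.5 buffer, then FITC-PTAP peptide was added at 50 nM final. After 20 min at RT, polarization reported peptide displacement across a qHTS concentration series.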
# CXXC DNA block: MLL CXXC-DNA interaction inhibition | Q03164 | MLL-CXXC / FITC-HOXA9 DNA fluorescence polarization | Potency, µM (highest dose often 115 µM), for inactives: at the top dose activity change, negative = inhibition, actives largely listed as inhibitors | actives 0.037% (n = 290,000); active means well fitted inhibition curve with a large enough effect in the polarisation, with a control signal flat, not every such curve was filed as active; inconclusive means small, poorly fitted or top-dose-only effect, or effect the other way, or a change in a side signal; inactive means no such curve, though single readings can be large or run the other way; the % refers to the polarisation; further: potency means the concentration at half of the fitted maximal effect
# Target sequence (Q03164 whole entry, looked up): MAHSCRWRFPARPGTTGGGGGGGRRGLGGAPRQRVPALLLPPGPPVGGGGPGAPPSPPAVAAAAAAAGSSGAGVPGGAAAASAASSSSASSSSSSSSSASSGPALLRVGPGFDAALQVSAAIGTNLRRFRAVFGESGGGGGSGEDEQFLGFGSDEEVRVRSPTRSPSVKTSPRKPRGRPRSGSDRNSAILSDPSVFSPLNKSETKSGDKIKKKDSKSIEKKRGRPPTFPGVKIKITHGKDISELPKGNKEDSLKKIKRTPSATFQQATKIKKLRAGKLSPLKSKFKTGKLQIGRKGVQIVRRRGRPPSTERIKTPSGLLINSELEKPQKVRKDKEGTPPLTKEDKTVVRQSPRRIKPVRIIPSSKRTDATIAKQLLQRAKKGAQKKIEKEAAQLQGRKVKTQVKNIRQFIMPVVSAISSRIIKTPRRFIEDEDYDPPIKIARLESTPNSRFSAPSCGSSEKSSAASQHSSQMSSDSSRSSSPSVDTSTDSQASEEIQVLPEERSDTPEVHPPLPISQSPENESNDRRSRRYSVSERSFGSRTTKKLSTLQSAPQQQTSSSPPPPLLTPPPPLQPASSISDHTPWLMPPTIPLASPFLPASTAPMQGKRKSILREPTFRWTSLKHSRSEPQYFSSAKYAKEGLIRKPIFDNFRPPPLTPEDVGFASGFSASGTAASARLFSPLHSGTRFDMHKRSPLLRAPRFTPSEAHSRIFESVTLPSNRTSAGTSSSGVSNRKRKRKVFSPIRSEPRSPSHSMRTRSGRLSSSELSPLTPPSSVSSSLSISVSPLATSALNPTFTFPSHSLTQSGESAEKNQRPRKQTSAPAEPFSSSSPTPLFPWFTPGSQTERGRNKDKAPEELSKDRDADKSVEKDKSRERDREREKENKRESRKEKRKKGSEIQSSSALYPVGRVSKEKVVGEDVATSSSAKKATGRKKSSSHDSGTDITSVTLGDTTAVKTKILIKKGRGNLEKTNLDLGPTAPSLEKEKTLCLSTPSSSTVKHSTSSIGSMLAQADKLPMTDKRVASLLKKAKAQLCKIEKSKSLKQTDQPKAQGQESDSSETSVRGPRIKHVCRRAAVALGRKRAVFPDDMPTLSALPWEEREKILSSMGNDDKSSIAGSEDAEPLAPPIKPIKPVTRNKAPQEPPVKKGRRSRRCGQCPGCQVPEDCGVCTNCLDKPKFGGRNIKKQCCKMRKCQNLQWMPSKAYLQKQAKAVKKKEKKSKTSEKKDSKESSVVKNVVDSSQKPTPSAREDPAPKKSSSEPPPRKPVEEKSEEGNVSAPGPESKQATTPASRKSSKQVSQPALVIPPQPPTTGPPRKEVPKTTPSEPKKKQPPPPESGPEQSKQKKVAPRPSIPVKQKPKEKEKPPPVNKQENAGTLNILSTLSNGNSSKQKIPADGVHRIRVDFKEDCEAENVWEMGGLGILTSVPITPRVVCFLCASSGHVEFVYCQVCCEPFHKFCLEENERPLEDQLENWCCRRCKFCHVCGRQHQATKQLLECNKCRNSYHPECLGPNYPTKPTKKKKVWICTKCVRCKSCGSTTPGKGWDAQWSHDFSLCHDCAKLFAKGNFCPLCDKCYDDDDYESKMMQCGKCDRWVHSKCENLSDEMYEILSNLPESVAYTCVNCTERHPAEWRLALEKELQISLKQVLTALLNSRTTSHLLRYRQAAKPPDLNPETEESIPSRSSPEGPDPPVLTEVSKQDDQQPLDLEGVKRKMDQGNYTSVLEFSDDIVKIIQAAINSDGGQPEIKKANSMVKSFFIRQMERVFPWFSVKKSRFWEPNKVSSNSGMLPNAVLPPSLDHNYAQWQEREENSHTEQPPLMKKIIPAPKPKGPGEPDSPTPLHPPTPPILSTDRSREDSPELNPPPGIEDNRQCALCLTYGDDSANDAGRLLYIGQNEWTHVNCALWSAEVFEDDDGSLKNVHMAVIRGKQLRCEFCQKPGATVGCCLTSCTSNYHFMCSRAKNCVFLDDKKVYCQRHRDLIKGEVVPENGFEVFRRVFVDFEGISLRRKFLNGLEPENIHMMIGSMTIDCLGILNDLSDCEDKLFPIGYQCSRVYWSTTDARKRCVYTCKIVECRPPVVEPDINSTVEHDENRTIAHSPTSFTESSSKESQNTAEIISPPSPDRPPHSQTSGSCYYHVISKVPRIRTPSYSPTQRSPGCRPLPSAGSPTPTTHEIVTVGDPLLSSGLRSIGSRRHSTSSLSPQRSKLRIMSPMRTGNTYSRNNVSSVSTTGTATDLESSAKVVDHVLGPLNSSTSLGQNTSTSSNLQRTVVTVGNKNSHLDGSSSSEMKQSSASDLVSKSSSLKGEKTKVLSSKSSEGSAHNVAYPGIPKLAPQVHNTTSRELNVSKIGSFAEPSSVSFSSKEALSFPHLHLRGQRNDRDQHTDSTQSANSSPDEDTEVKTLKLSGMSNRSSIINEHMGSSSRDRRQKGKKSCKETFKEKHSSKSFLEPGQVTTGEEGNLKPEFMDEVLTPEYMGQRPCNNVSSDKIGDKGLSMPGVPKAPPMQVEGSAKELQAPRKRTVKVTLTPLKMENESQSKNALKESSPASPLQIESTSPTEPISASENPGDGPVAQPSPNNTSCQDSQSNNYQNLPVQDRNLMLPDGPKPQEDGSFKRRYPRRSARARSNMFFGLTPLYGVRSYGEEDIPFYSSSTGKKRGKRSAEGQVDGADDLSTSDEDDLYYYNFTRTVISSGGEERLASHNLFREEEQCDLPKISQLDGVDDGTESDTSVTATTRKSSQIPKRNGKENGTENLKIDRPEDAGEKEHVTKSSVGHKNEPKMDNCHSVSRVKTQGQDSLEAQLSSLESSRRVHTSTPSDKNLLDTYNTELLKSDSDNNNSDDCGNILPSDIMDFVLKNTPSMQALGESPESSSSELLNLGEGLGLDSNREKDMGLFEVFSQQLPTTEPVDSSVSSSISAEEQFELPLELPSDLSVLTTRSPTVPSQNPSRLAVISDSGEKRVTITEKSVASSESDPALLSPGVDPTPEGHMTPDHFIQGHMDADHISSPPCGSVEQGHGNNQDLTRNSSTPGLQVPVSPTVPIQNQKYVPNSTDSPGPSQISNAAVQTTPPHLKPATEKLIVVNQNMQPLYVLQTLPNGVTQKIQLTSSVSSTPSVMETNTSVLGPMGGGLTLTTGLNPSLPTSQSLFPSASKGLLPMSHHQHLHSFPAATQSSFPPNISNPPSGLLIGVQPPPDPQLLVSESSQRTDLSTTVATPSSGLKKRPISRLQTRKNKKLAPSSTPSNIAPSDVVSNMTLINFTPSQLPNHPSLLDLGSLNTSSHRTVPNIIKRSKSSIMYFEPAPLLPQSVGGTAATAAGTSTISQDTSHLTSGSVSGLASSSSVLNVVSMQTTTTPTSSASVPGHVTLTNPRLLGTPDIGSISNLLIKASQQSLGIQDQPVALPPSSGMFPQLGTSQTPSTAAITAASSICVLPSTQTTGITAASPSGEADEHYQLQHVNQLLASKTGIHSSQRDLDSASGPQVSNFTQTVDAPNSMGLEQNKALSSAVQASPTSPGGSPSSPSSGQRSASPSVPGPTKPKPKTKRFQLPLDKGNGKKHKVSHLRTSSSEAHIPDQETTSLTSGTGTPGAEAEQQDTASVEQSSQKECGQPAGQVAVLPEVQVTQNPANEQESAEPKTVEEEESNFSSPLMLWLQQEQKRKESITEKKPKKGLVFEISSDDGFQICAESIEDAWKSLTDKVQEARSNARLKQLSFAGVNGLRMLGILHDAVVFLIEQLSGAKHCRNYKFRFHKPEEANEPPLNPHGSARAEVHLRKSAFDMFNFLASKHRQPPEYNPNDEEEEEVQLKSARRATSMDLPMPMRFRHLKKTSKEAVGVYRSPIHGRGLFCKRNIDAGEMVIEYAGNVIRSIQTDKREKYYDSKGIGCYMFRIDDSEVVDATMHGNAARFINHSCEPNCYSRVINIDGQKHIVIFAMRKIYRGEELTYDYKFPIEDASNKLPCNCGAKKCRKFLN
#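 Steps: dispense CXXC domain solution (7 uM) → pin compounds or unlabeled HOX-A9 DNA control → 5 min ambient → add FLSN-HOX-A9 solution (50 nM) → spin → 30 min ambient → fluorescence polarization. Tris pH 7.5/NaCl/DTT/BSA buffer.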
# TSHR antagonist: blocks TSH signaling through the human TSH receptor; P16473; TSHR-expressing cells, TSH-stimulated cAMP HTRF, 2 h; active compounds read low; activity change, negative = inhibition, % at 11.5 µM; actives 0.2% (n = 330,000); AID 504810;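 active means activity change below a set negative limit, meaning inhibition stronger than a set level, cut at about -70% in these data; inconclusive means activity change between two set negative limits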; further: on the % scale 0 is the no-effect control and ±100 the full control effect
#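 Freshly harvested TSHR cells receive pin-tooled compound, then EC80 TSH at 4nM final. After 2 hours at 37 deg C, antibody in lysis buffer and cAMP-d2 are added; 30 minutes at ambient temperature precede the HTRF read.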
# MBNL1 CUG block: MBNL1-poly(CUG) RNA binding inhibition; AID 2675; TR-FRET MBNL1-His/biotin-(CUG)12 binding, 665/545 ratio; Potency, µM (titrated, usually from 57.5 µM), for the others: at the top dose activity change, negative = inhibition, usual class: inhibitors; Q9NR56; actives 0.036% (n = 280,000); active means well fitted inhibition curve with a large enough effect in the signal ratio, with a control signal flat, not every such curve was filed as active; inconclusive means small, poorly fitted or top-dose-only effect, or effect the other way, or a change in a side signal; inactive means no such curve, though single readings can be large or run the other way; the % refers to the signal ratio; further: potency means the concentration at half of the fitted maximal effect; on the % scale 0 is the no-effect control and ±100 the full control effect
#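 Inhibition of protein-RNA binding appears as loss of TR-FRET between terbium anti-His antibody on MBNL1-His and streptavidin-XL665 on biotin-(CUG)12. Activity is normalized to buffer-only and uninhibited-complex controls.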
# A-T KAP1 phos: potential ataxia-telangiectasia treatments restoring KAP-1 phosphorylation; […] A-T fibroblasts, KAP-1 phosphorylation AlphaLISA; neocarzinostatin DNA damage 30 min before lysis; Potency, µM (top dose mostly 57.5 µM), inactives show top-dose activation, hits mostly activators; actives 0.19% (n = 320,000); AID 485349; further: potency means the concentration at half of the fitted maximal effect; % of control where 0% means no effect; nearly all actives have a fitted effect of over 45% in size
#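 ATM-like activity read as KAP-1 phosphorylation via AlphaLISA donor/acceptor antibody pairs after lysis and 6 hr at 25C. Cells were ATM-null patient fibroblasts ([…], hTERT), dosed 60 min, then exposed to the DSB inducer NCS for 30 min.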
# Mito fusion act: inhibitors of mitochondrial division or activators of mitochondrial fusion | S. cerevisiae fusion-defective mutant growth rescue, CellTiterGlo 48 h | Potency, µM (top dose mostly 46.1 µM), for inactives: at the top dose growth rescue (activation), most hits filed as activators | actives 0.23% (n = 320,000);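 further: potency means the concentration at half of the fitted maximal effect; % of control where 0% means no effect; nearly all actives have a fitted effect of over 45% in size; temperature-sensitive fusion mutants such as fzo1-1 at 37 °C on non-fermentable ethanol glycerol medium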
#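 S. cerevisiae fusion-defective temperature-sensitive mutants (e.g. fzo1-1, mgm1-5) grown 48 h at 37C in YPEG (ethanol/glycerol non-fermentable) medium with 23 nl compound per well; growth rescue read as CellTiterGlo luminescence.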
# TCR activator: activators of T cell receptors; primary human leukocytes, anti-CD3, IL-2 HTRF, 48 h; Potency, µM (highest dose often 9.22 µM), inactives show top-dose activation of IL-2 secretion, hits mostly activators; 330,000 tested, under 10 active; further: % of control where 0% means no effect
#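 Primary human leukocytes incubated 48 hr with anti-CD3 beads plus compound, without co-stimulation. Secreted IL-2 measured by HTRF (europium cryptate/d2 anti-IL-2 pair, 320 nm excitation, 665 nm emission).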
# ASM inhibitor: human S-ASM enzyme inhibition; placental ASM, HMU-PC fluorogenic substrate, 60 min; Potency, µM (highest dose often 57.5 µM), inactives show at the top dose activity change, negative = inhibition, most hits filed as inhibitors; actives 0.006% (n = 340,000); further: potency means the concentration at half of the fitted maximal effect
#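 Fluorogenic HMU-PC substrate (9 uM final) is turned over by placental ASM in 60 min at 37 C after a 10 min compound preincubation. Reaction ended by alkaline stop (pH 10), with fluorescence read at 386/447 nm.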
# The depositor's hits bear a star; ? = inconclusive; / = no result given; [ ] = dose if it differs, or a comment. Unless noted, the call rests on the fitted dose curve; in most records, active means well fitted curve in the direction sought with a large enough effect; inconclusive means small, poorly fitted or top-dose-only effect, or another doubt; inactive means no such curve, though single readings can be large; an effect the other way counts as inactive or inconclusive. Some of the compounds tested; rates above refer to the full screens.
SMILES,Menin MLL FP TR,a7 integrin act,TSG101-PTAP inh,CXXC DNA block,TSHR antagonist,MBNL1 CUG block,A-T KAP1 phos,Mito fusion act,TCR activator,ASM inhibitor
COc1ccc(O)c(CN2CCN(CCc3ccccc3)C(CCO)C2)c1 (stereo not drawn),-15%,?,-7%,3%,-7,0%,3%,-1%,4%,-3%
CS(=O)(=O)Cc1ccc(C(=O)N(CCc2ccccc2)Cc2ccccc2)cc1,/,?,-8%,4%,0,2%,1%,-2%,-3%,-2%
O=C1COc2ccc(C(=O)/C=C/c3ccccc3)cc2N1,9%,-24%,-2%,8%,-5,-4%,-4%,7%,2%[46.1 µM],3%
Cc1ccc(CS(=O)(=O)Cc2ccc(C(=O)NCCc3ccccc3)o2)cc1,/,18%,-4%,10%,-12,-8%,11%,6%,-1%,-1%
COc1ccc(/C=C(/C(=O)c2cccs2)N2C=CC=CC2=C(C#N)C#N)cc1,7%,-60%[inhibitor],-8%,30%,19,?,2%,6%,3%[46.1 µM],14%
COc1cc(C)c(S(=O)(=O)NCc2cccs2)cc1C,-10%,31%,-1%,1%,-9,0%,-8%,8%,5%,-1%
COC(=O)c1cc(NC(=O)CC2NCCNC2=O)cc(C(=O)OC)c1 (stereo not drawn),2%,-9%,-6%,4%,-2,-2%,8%,-3%,1%,4%
CCN(CC)S(=O)(=O)c1ccc(NC(=O)CSc2nnc(-c3cccc(OC)c3)n2C)cc1,14%,-14%,-1%,-13%,-5,3%,?,4%,4%,-3%
Cc1cccn2c(CNCCc3ccco3)c(C(=O)N3CCOCC3)nc12,-15%,0%,-1%,-9%,5,-1%,-3%,-8%,5%,13%
COc1ccc(CCN2CC(C(=O)NCCc3ccccc3C)CCC2=O)cc1 (stereo not drawn),/,-3%,-2%,2%,-6,-6%,-10%,3%,11%,-3%

# Some values from the results shown.
# `Cc1ccc(CS(=O)(=O)Cc2ccc(C(=O)NCCc3ccccc3)o2)cc1` in a7 integrin act: 18%
# `COc1ccc(CCN2CC(C(=O)NCCc3ccccc3C)CCC2=O)cc1` (stereo not drawn) in Mito fusion act: 3%

# Following part.
SMILES,Menin MLL FP TR,a7 integrin act,TSG101-PTAP inh,CXXC DNA block,TSHR antagonist,MBNL1 CUG block,A-T KAP1 phos,Mito fusion act,TCR activator,ASM inhibitor
Cn1ccnc1SCC(=O)Nc1ccc2c(c1)OCCO2,/,?,-3%,2%,0,16%,2%,2%,6%,2%
COCCOc1nc2ccccc2nc1C,-25%,-1%,2%,0%,2,-7%,3%,1%,-4%[46.1 µM],-1%
CC(=O)N(CC1CCCO1)c1nnc(-c2cnccn2)s1 (stereo not drawn),-1%,32%,-2%,5%,-3,?,10%,0%,-5%,-1%
O=C(c1ccco1)N1CCN(c2ncnc3c(-c4ccc(Cl)cc4)nsc23)CC1,-13%,-10%,-3%,22%,-3,25%,-1%,?,-10%,-5%
Cc1ccc(S(=O)(=O)N(C)CCCC(=O)N2CCOCC2)cc1,7%,-13%,-2%,6%,8,?,3%,-2%,1%,0%
O=C(O)CCCNC(=O)Nc1ccccc1,-7%,-22%,0%,11%,1,-10%,6%,0%,-3%,9%
O=C(Nc1nccs1)c1ccc2c(=O)n3c(nc2c1)CCCCC3,-3%,25%,-6%,2%,6,-6%,3%,-2%,0%[46.1 µM],-9%
COc1ccccc1OCC(=O)Nc1ccc(CSc2ccccc2)cc1C,-6%,3%,-5%,2%,-14,-1%,6%,2%,-9%,-6%
COc1ccc(NC(=O)C(C)SCc2ccccc2)cc1OC (stereo not drawn),-1%,-14%,1%,2%,8,0%,2%,-4%,-4%[46.1 µM],-1%
O=C(O)c1ccc(/C=C2\CCCc3c2nc2ccccc2c3C(=O)O)cc1,-17%,0%,0%,8%,0,?,5%,4%,0%,78%[activator]
CN(CC(=O)Nc1cccc(S(=O)(=O)NC2=NCCC2)c1)Cc1cccc(F)c1,/,2%,-3%,/,4,/,0%,-3%,8%,1%
O=C(Oc1ccc(F)cc1)c1cccnc1,-47%,-25%,-3%,81%[activator],-28,-7%,?,-77%[inhibitor],6%,1%
COc1ccc(C2NC(=O)Cc3cc(OC)c(OC)cc32)cc1OC (stereo not drawn),/,?,-3%,3%,1,-2%,-1%,2%,2%,1%
O=c1[nH]c(SCc2c(Cl)cccc2Cl)nc2ccccc12,?,?,2%,?,0,1%,2%,-1%,2%,-1%
COc1ccccc1C(=O)Nc1ccc(C)cc1C(=O)c1ccccc1,21%,-1%,2%,7%,11,10%,8%,29%,-1%[46.1 µM],-3%
CC1C(=O)N2CCCc3cc(S(=O)(=O)N(C)c4ccccc4)cc1c32 (stereo not drawn),/,28%,-7%,-2%,4,4%,-4%,1%,0%,5%
O=C(NC(=S)N1CCCCC1)c1csc([N+](=O)[O-])c1,/,-31%,-5%,-3%,-4,?,-5%,3%,-9%,-1%
O=C(CSc1nnc2scc(-c3ccc(F)cc3)n12)NCc1ccco1,2%,-9%,-2%,5%,6,2%,4%,0%,-9%,3%
CC1(C)C2CCC1(CS(=O)(=O)Nc1ccc(S(=O)(=O)N3CCCC3)cc1)C(=O)C2 (stereo not drawn),0%,-14%,-1%,-4%,-5,/,3%,-2%,-4%,4%
CCOc1ccccc1N=C1SC(CC(=O)Nc2ccc(OC)cc2OC)C(=O)N1CCC1=CCCCC1 (stereo not drawn),5%,-21%,-2%,1%,1,0%,4%,-1%,-1%[46.1 µM],-6%
Cc1cccc(N2CCN(S(=O)(=O)c3ccc4c(c3)C(C)(C)C(=O)N4C)CC2C)c1 (stereo not drawn),-10%,-17%,-4%,41%[activator],0,2%,0%,-13%,0%,-6%
COc1ccc(/C=C(\C#N)C(=O)OCCNC(=O)c2ccncc2)cc1,14%,-7%,-10%,-4%,-7,?,0%,12%,-2%,-1%
O=C(c1cccc(S(=O)(=O)N2CCOCC2)c1)N1CCCC1,-6%,13%,-6%,2%,-1,2%,0%,1%,/,7%
COc1ccccc1NC(=O)c1nn(-c2ccc(Cl)cc2)ccc1=O,6%,-3%,-3%,15%,12,-10%,-4%,2%,-1%,-3%
Cc1cc(C)cc(NC(=S)N2CCC(NC(=O)c3ccc(F)cc3)CC2)c1,?,-18%,-5%,3%,9,-5%,1%,-2%,1%,11%
O=C1CCCC(=O)C1C(=O)C1CCN(S(=O)(=O)c2ccccc2)CC1,7%,-34%,-1%,4%,9,-14%,-3%,-8%,-9%,0%
N#C/C(=N\Nc1ccc(S(=O)(=O)N2CCCCC2)cc1)C(N)=S,?,-10%,-2%,8%,-15,/,-3%,-1%,-2%[46.1 µM],-3%
O=C(COc1ccc(S(=O)(=O)Nc2cccc(C(F)(F)F)c2)cc1)N1CCOCC1,-10%,11%,-4%,?,0,-2%,-1%,-1%,-11%,0%
O=C(O)CCS(=O)(=O)c1cccc2cccnc12,2%,18%,0%,-3%,3,2%,0%,-1%,1%,5%
CCc1ccc(NC(=O)NNC(=O)c2cc3ccccc3cc2O)cc1,?,-9%,-2%,?,-3,2%,-1%,2%,1%,1%
O=C(NN1C(=O)c2ccccc2NC1c1ccc([N+](=O)[O-])o1)c1ccc(Br)cc1 (stereo not drawn),?,-33%,0%,-7%,-19,?,5%,24%,-2%,2%
COc1ccc(CNC(=O)CC2C[C@H](C(=O)N(C(C)C)C(C)C)[C@@]3(C)c4[nH]c5ccccc5c4CCN3C2=O)cc1OC (stereo partly drawn),/,-1%,-4%,/,-5,/,-2%,/,4%,3%
CCc1c(C)nc(SCCOc2ccc(OC(C)C)cc2)[nH]c1=O,28%,1%,-10%,-4%,-8,-4%,-2%,-10%,1%,-2%
O=C1CNC(=O)/C(=C\c2ccc(F)cc2)N1,14%,11%,-13%,14%,-6,6%,18%,-2%,-1%,-4%
O=C1CC(N2CCCCCC2)C(=O)N1c1ccc2c(c1)OCO2 (stereo not drawn),-2%,-22%,-6%,2%,7,2%,-9%,-19%,-2%,2%
CCOC(=O)C1CCN(C(=O)c2cccc(NC(=O)C(CC)CC)c2)CC1,13%,-1%,3%,0%,-3,4%,-17%,-4%,6%,3%
CCC1CCCCN1CCCNC(=O)CN1C(=O)c2cccnc2Oc2ccc(Cl)cc21 (stereo not drawn),/,0%,-2%,42%[activator],13,-6%,-6%,8%,8%,-1%
Nc1ccc(Sc2ccc([N+](=O)[O-])cc2)cc1,?,2%,-4%,2%,6,?,9%,-6%,-1%,-3%
